ABCG2 inh = human ABCG2 inhibition, ABCB1 as counter-screen. IgMXP3 cells, JC-1 efflux, flow cytometry. actives 0.1% (n = 190,000). Q9UNQ0. inhibition, % at 6.6 µM;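 active = inhibition above 80%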;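 also: 0% = DMSO and 100% = nicardipine control wells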
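material = IgMXP3 (ABCG2) plus far-red-tagged CCRF-Adr (ABCB1) cells | amount = 3 million cells/mL, equal mix of both lines | also added = JC-1 transporter substrate | dosing = one concentration, 6.6 µM final | schedule = 10 min at 25 °C | measured by = flow cytometric JC-1 green MFI at 530 nm | read-out basis = percent efflux inhibition, scaled nicardipine 100% to DMSO 0%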
Mcl1 Bid PPI = disrupts binding of human Mcl-1 to Bid peptide; Q07820; TR-FRET Mcl-1/Bid-Dy647 peptide binding, 1536-well; inhibition, % at 21.7 µM; actives 0.97% (n = 220,000); AID 1021;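 active = compounds that cut the binding signal by more than half at the single screening dose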;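 also: His-tagged Mcl-1 with europium anti-His antibody binding Bid BH3 peptide; 0% = Mcl-1 plus peptide wells and 100% = peptide-only wells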
Target sequence (Q07820 whole entry, looked up): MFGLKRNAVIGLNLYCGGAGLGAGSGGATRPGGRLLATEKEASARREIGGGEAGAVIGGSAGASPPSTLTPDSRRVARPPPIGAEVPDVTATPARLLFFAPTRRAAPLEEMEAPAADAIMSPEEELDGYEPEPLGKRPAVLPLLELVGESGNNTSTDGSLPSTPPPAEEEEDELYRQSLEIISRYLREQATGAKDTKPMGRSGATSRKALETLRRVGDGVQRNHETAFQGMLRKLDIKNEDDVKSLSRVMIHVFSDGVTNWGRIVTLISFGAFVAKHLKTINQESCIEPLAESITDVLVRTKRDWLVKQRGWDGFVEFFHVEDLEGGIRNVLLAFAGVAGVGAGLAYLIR
Avidin fluor = avidin bead compound fluorescence profile | Avidin beads, compound fluorescence 488/530 nm, flow cytometry; active compounds read high | actives 0.38% (n = 220,000) | fluorescence (KMESF) at 10 µM; in the data active = fluorescence above about 47; also: inactives centre near 10
ABCB1 block = inhibitors of human ABCB1 transporter, ABCG2 counter-screen; P08183; CCRF-Adr cells, JC-1 efflux, flow cytometry; inhibition, % at 6.6 µM; actives 0.067% (n = 190,000); AID 1326; in the data active = inhibition above about 40%;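 also: 0% = vehicle and 100% = reference inhibitor; higher value means more JC-1 retained so stronger ABCB1 efflux block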
GSH fluor = compound fluoresces at 488/530 nm on GSH beads; actives 0.25% (n = 190,000); GSH beads flow cytometry, compound fluorescence 488/530 nm; active compounds read high; AID 1776; fluorescence (KMESF) at 10 µM; in the data active = fluorescence above about 89;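 also: glutathione beads carrying GST-tagged Bcl family fusion proteins plus one bare bead set; values are compound well signal with DMSO vehicle wells as background; inactives centre near 16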
Mcl-1 Bim block = inhibitors of Bim-Mcl-1 interaction, human | Bead-based flow cytometry, Bim peptide-Mcl-1 binding | AID 1009 | actives 0.1% (n = 190,000) | inhibition, % at 10 µM | Q07820; in the data active = inhibition above about 40%;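 also: 0% = no compound tracer wells and 100% = peptide blocker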
RGS8-Gao = modulates binding of RGS8 to human Galphao | actives 0.34% (n = 220,000) | response (percent of control binding), % at 10 µM | P09471 | multiplexed bead flow cytometry; actives lie on both sides | AID 1423; in the data active = response below about 60% or above about 140%; inactive = in between;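 also: Galphao activated as the GDP aluminium fluoride complex binding bead-coupled RGS8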
Target sequence (P09471 whole entry, looked up): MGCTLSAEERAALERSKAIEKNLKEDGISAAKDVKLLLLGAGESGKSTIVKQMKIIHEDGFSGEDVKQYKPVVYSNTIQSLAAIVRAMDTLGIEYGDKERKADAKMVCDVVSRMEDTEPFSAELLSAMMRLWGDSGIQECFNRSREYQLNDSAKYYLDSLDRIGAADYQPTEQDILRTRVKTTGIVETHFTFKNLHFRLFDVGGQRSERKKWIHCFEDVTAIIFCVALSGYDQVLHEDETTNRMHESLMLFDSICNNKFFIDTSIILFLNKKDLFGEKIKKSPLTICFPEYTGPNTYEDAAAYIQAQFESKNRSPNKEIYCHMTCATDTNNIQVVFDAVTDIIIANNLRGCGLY
RGS7-Gao reg = regulators of human RGS7-Galphao interaction; Multiplexed bead flow cytometry, RGS7-Galphao binding; actives lie on both sides; P09471; actives 0.35% (n = 220,000); binding response (% of control), % at 10 µM; in the data active = binding response below about 49% or above about 150%; inconclusive = no clear call, values can overlap the other calls; inactive = in between;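 also: fluorescent Galphao held in activated GDP-AlF4 state binding bead-coupled RGS7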
RGS4-Gao reg = modulates binding of RGS4 to human Galphao; binding response (% of control), % at 10 µM; actives 0.33% (n = 220,000); P09471; Multiplexed bead flow cytometry; actives lie on both sides; AID 1415; in the data active = binding response below about 49% or above about 150%; inactive = in between;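 also: fluorescent Galphao activated with aluminum fluoride binding bead-coupled RGS4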
Mcl1-Noxa inh = disrupts binding of human Mcl-1 to Noxa peptide; inhibition, % at 21.7 µM; actives 1.5% (n = 220,000); TR-FRET Mcl-1/Noxa peptide binding, 2 h;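 active = compounds that cut the protein-peptide binding signal by more than 50% relative to plate controls in a single-dose test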;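 also: His-tagged Mcl-1 with rhodamine Noxa BH3 peptide and terbium anti-His antibody; 0% = Mcl-1 plus Noxa peptide wells and 100% = peptide-only wells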
Pf gamet viab = inhibitors of late stage P. falciparum gametocyte viability. P. falciparum stage V gametocytes, ATP luminescence, 24 h. inhibition, % at 10.9 µM. actives 0.065% (n = 150,000). AID 743093;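 active = inhibition above the mean plus 3 SD of compounds within the control limits, set per campaign, cut at about 38% in these data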;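 also: 0% = DMSO wells and 100% = medium only without gametocytes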
* hit, by the source's call; u = inconclusive; x = not tested or not shown. An unsorted share of the library; overall some 3.3% were active at least once.

SMILES	ABCG2 inh	Mcl1 Bid PPI	Avidin fluor	ABCB1 block	GSH fluor	Mcl-1 Bim block	RGS8-Gao	RGS7-Gao reg	RGS4-Gao reg	Mcl1-Noxa inh	Pf gamet viab
O=C(NNc1ccc([N+](=O)[O-])cc1)C1C2CCCCC21 (centres undefined)	3	-19	23	0.6	16	0	98	100	100	-3	11
Cc1ccc(CNC(=O)c2ccc(S(=O)(=O)Nc3c(C)n(C)n(-c4ccccc4)c3=O)cc2)cc1	x	-33	8	x	x	x	99	u	100	-10	1
C=CCc1c(C)nc(C)nc1N/N=C/c1ccccc1	9	3	8	1.6	16	2	102	99	99	3	-21
CCOC(=O)c1sc(/N=C/C2=C(O)CC(C)(C)CC2=O)c(C(=O)OCC)c1C	4	-18	13	0.7	27	-4	106	107	104	16	22
CC(O)c1nc2ccc(Cc3ccc4nc(C(C)O)[nH]c4c3)cc2[nH]1 (centres undefined)	0	10	12	0.0	28	-4	107	100	101	21	x
Cc1ccc(NC(=O)C2C(=O)N(C)c3ccccc32)cc1 (centres undefined)	-2	-83	3	x	12	-6	100	92	91	-7	8
CCOC(=O)N1CCN(C(=O)CCn2c(=S)[nH]c3ccsc3c2=O)CC1	0	-34	12	0.1	15	-2	98	101	96	40	-7
CC(O)C1CCC2C3CC[C@H]4CC(O)CCC4(C)C3CC3(OCCO3)C12C (some centres undefined)	4	3	0	1.4	30	0	97	100	104	1	x
COC(=O)Cc1[nH]n(-c2ccccc2)c(=O)c1C(C)=Nc1ccccc1	4	-32	25	1.2	9	-26	99	98	100	-9	x
Fc1ccc(NC(=S)NCc2ccccc2Cl)cc1	2	-52	15	-0.1	13	-2	104	100	105	5	-14
O=C(Cc1ccccc1)NNS(=O)(=O)c1ccc(F)cc1	1	-18	27	-0.1	63	-2	102	98	101	3	-2
O=C(/C=C/c1ccco1)Nc1cccc(NC(=O)/C=C/c2ccco2)n1	-10	-67	10	-0.6	8	-3	97	86	91	72*	14
NC(=O)[C@@H]1CC2(CC(c3cccc(NC(=O)[C@H]4CCC(=O)N4)c3)=NO2)CN1C(=O)c1ccc(Cl)cc1 (some centres undefined)	x	-3	11	x	x	x	105	u	102	6	x
COc1ccc(C2/C=C\CN(CC(C)C)CC(=O)N2Cc2ccc(F)cc2)cc1 (centres undefined)	x	-66	7	x	x	x	99	u	104	-6	x
CN(CC(=O)NCc1ccc(Cl)cc1)S(=O)(=O)c1cccc2nsnc12	3	-8	22	1.1	11	0	103	105	102	4	-5
CN1CCN(/N=C/c2nc(-c3cccc([N+](=O)[O-])c3)n3ccccc23)CC1	41	-73	20	-0.9	15	-2	104	99	101	31	x
O=C(c1ccc(Cn2c(=S)[nH]c3cc4c(cc3c2=O)OCO4)cc1)N1CCN(c2ncccn2)CC1	2	-42	8	0.8	12	-1	100	97	101	8	x
O=C1NC2(CCOc3ccccc32)C(=O)N1CC(=O)N(Cc1ccccc1)C1CCS(=O)(=O)C1 (centres undefined)	-2	-28	12	0.0	23	0	102	96	95	-9	x
Cc1ccccc1-n1nnnc1Sc1nnnn1-c1ccccc1	4	-33	3	0.4	17	0	96	93	94	-18	x
Cc1nc2c(c(-c3ccccc3)c1C#N)C(=O)c1ccccc1-2	5	-10	40	0.9	13	0	99	102	100	-9	x

Already shown: 8 of the compounds above.
SMILES	ABCG2 inh	Mcl1 Bid PPI	Avidin fluor	ABCB1 block	GSH fluor	Mcl-1 Bim block	RGS8-Gao	RGS7-Gao reg	RGS4-Gao reg	Mcl1-Noxa inh	Pf gamet viab
Fc1ccc(NC(=S)NCc2ccccc2Cl)cc1	2	-52	15	-0.1	13	-2	104	100	105	5	-14
O=C(Cc1ccccc1)NNS(=O)(=O)c1ccc(F)cc1	1	-18	27	-0.1	63	-2	102	98	101	3	-2
O=C(/C=C/c1ccco1)Nc1cccc(NC(=O)/C=C/c2ccco2)n1	-10	-67	10	-0.6	8	-3	97	86	91	72*	14
NC(=O)[C@@H]1CC2(CC(c3cccc(NC(=O)[C@H]4CCC(=O)N4)c3)=NO2)CN1C(=O)c1ccc(Cl)cc1 (some centres undefined)	x	-3	11	x	x	x	105	u	102	6	x
COc1ccc(C2/C=C\CN(CC(C)C)CC(=O)N2Cc2ccc(F)cc2)cc1 (centres undefined)	x	-66	7	x	x	x	99	u	104	-6	x
CN(CC(=O)NCc1ccc(Cl)cc1)S(=O)(=O)c1cccc2nsnc12	3	-8	22	1.1	11	0	103	105	102	4	-5
CN1CCN(/N=C/c2nc(-c3cccc([N+](=O)[O-])c3)n3ccccc23)CC1	41	-73	20	-0.9	15	-2	104	99	101	31	x
O=C(c1ccc(Cn2c(=S)[nH]c3cc4c(cc3c2=O)OCO4)cc1)N1CCN(c2ncccn2)CC1	2	-42	8	0.8	12	-1	100	97	101	8	x

Next part
SMILES	ABCG2 inh	Mcl1 Bid PPI	Avidin fluor	ABCB1 block	GSH fluor	Mcl-1 Bim block	RGS8-Gao	RGS7-Gao reg	RGS4-Gao reg	Mcl1-Noxa inh	Pf gamet viab
CC(=O)N(C)C1=C(N2CCOCC2)C(=O)c2ccccc2C1=O	-2	-50	11	-0.7	76	0	101	102	100	-5	x
COc1ccc(-c2ncc3ccccn23)cc1OC	36	51*	10	-0.8	20	0	120	108	106	22	x
O=C(O)CCCNC(=O)/C(=C\c1ccc(Cl)cc1)NC(=O)c1ccc(Br)cc1	6	-28	10	0.6	15	3	105	u	100	6	20
Cc1ccc(N2CCN(C(=O)CCc3nc4ccccc4[nH]3)CC2)c(C)c1	0	-3	8	-1.2	23	3	101	97	102	5	x
COCCN(CCOC)C(=O)C12CCC(C)(C(=O)C1)C2(C)C (centres undefined)	12	-12	18	-0.2	25	-6	100	97	99	8	0
C=CCn1c(C)cc(C(=O)CN2C(=O)c3ccccc3C2=O)c1C	1	-26	18	0.5	20	0	99	98	102	12	x
CCC(=O)N1CCc2cc(Br)cc(S(=O)(=O)CCC(=O)NCC3CCCO3)c21 (centres undefined)	-2	-23	16	0.4	12	-1	101	117	100	1	x
CC1(C)CC(=O)C2=C(C1)N1C(=C(C#N)C2c2ccc(Cl)cc2)N=C(N)c2ccccc21 (centres undefined)	1	-11	7	0.2	16	-4	103	101	101	-16	x
COCCOC(=O)C1=C(N)Oc2c(oc(CO)cc2=O)C1c1c(F)cccc1Cl (centres undefined)	1	-25	6	0.4	22	2	96	93	95	-14	x
COc1ccc(S(=O)(=O)NCCc2cn3cccc(C)c3n2)cc1OC	4	-3	7	1.1	25	1	104	97	99	24	x
Cc1ccc(C)c(NC(=O)COC(=O)CNC(=O)c2ccccc2Cl)c1	12	-14	9	0.2	11	-2	93	96	93	3	-14
CCCCCCN(C(=O)CCCCCN1C(=O)NC(c2ccc(-c3ccccc3)cc2)C(C(=O)OCc2ccccc2)=C1C)C(C)C(=O)NCCCC (centres undefined)	13	1	9	5.3	16	-4	104	102	101	-4	1
COC(=O)c1ccccc1NC(=O)Cn1c(=O)n(Cc2ccccc2)c(=O)c2c(C)c(C)sc21	5	-31	13	2.7	4	-8	104	102	101	-16	0
Cc1cc(/C=N\NC(=O)CC(=O)NC2CCCCC2)c(C)n1-c1ccc(Cl)c(Cl)c1	25	-18	13	-0.9	36	-3	102	101	103	-16	x
NC(N)=NC1=NC(=O)/C(=C/c2ccccc2-n2cccn2)S1	0	-11	11	-0.3	12	0	100	98	98	11	-11
CCOc1ccc(N(CC(=O)NC(C)CC)S(C)(=O)=O)cc1 (centres undefined)	2	14	7	0.6	11	0	102	104	100	19	31
CC(C)N(C)CCOC(=O)c1ccccc1Cl	0	0	5	0.0	5	-1	100	100	103	12	6
O=S(=O)(O)c1nc2ccccc2n1CCOc1ccccc1	1	-1	8	-0.1	20	-2	97	94	94	-4	-13
COc1ccc2c(c1)O[C@H](c1ccc3c(c1)OCO3)[C@@H](OC(=O)N[C@H]1CCCc3ccccc31)C2=O	15	-14	10	2.7	16	0	103	101	102	1	x
COc1ccc(CCNC(=O)C2CC(c3c(Cl)cccc3Cl)=NO2)cc1 (centres undefined)	2	-9	27	0.9	23	-2	104	104	106	-7	15

2 entries picked at random from the list so far:
SMILES	ABCG2 inh	Mcl1 Bid PPI	Avidin fluor	ABCB1 block	GSH fluor	Mcl-1 Bim block	RGS8-Gao	RGS7-Gao reg	RGS4-Gao reg	Mcl1-Noxa inh	Pf gamet viab
COC(=O)c1ccccc1NC(=O)Cn1c(=O)n(Cc2ccccc2)c(=O)c2c(C)c(C)sc21	5	-31	13	2.7	4	-8	104	102	101	-16	0
CC(C)N(C)CCOC(=O)c1ccccc1Cl	0	0	5	0.0	5	-1	100	100	103	12	6

Next entries follow:
SMILES	ABCG2 inh	Mcl1 Bid PPI	Avidin fluor	ABCB1 block	GSH fluor	Mcl-1 Bim block	RGS8-Gao	RGS7-Gao reg	RGS4-Gao reg	Mcl1-Noxa inh	Pf gamet viab
CCCCCCN(C(=O)CCCCCN1C(=O)NC(c2ccc(-c3ccccc3)cc2)C(C(=O)OCc2ccccc2)=C1C)C(C(=O)NCCCC)c1ccccn1 (centres undefined)	x	-24	8	x	x	x	98	u	97	-13	x
CC(=O)c1cccc(N2Cc3ccccc3C2=NC(=O)CCl)c1	11	-6	11	0.6	10	3	101	102	102	11	x
CN(C(=O)COC(=O)c1ccc[nH]c1=O)C1CCCCC1	2	-8	10	0.4	23	0	101	101	102	18	-11
CCOc1ccc2ccccc2c1C(=O)N1CCN(c2ccccc2)CC1	1	-46	9	0.5	8	-1	100	96	96	9	x
CCNc1nc(NC(C)CC)nc(ON=C(C)C)n1 (centres undefined)	18	-7	10	2.6	25	2	101	u	104	-70	10
CCOC(=O)C1=C(C)N(C)C(=S)NC1c1ccc(Cl)cc1Cl (centres undefined)	7	-40	15	1.4	15	1	100	100	102	-6	0
Cc1ccc2c(c1)c1c(n2CC(O)CN2CCC(C)CC2)CCCC1 (centres undefined)	x	-51	7	x	x	x	105	u	111	9	-6
COc1ccc2nc(NC(=O)C3CCCN(S(=O)(=O)c4cccs4)C3)sc2c1 (centres undefined)	0	-8	6	0.5	36	-1	101	99	99	10	-29
Cc1cccc(C(=O)Nc2nnc(COc3ccccc3)s2)c1	2	-4	13	0.5	14	0	103	105	101	19	17
COCCN1Cc2cccc(C(=O)Nc3ccc(S(=O)(=O)N4CCCCCC4)cc3)c2C1=O	x	-18	6	x	x	x	99	u	96	-24	-15
Cc1ccc(NC(=O)CSc2nc3[nH]ncc3c(=O)[nH]2)c(C)c1	2	-2	8	0.8	19	-3	101	101	100	8	3
N#CC(c1ccccc1)N(CCCCl)C(=O)c1ccccc1 (centres undefined)	8	-5	6	1.2	6	11	103	101	97	14	x
O=C(CCCc1nc2ccccc2s1)NCc1ccc(F)cc1	7	-4	2	8.8	9	-2	88	100	99	10	20
CC(C)S(=O)(=O)N1CCN(c2ccnc3cc(Cl)ccc23)CC1	x	-8	5	x	x	x	99	u	107	-15	-4
C/C(=N\NC(=O)c1cc(-c2cccnc2)nc2ccccc12)c1ccccc1O	-2	-1	15	-3.5	10	-2	100	100	97	-1	-1

Bioassay records from PubChem BioAssay.
